Source: PubChem BioAssay
N-glyco inh – blocks N-linked glycosylation in D54 reporter cells. D54 ERlucT glycosylation luciferase reporter, 24 h; percent of 100 nM tunicamycin response. reporter increase, % at 12.5 µM. 0.23% of 360,000 active;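 active = mean luciferase reporter signal, scaled so untreated is 0 and the glycosylation-blocking control 100, at or above a set limit in every replicate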;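 also: luciferase carries N-glycosylation sites so blocking glycosylation raises the light; 0% = median of neutral control wells and 100% = median of 100 nM tunicamycin wells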
ABHD5-PLIN5 inh – inhibitors of human ABHD5-perilipin-5 interaction; Split G. princeps luciferase complementation, luminescence, 4 h; inhibition, % at 4 µM; 0.78% of 360,000 active; AID 602281;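 active = inhibition above the mean inhibition across every tested compound plus 3 SD, cut at about 22% in these data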;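 also: 0% = DMSO only wells and the 100% control is not disclosed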
Target sequence (Q00G26 whole entry, looked up): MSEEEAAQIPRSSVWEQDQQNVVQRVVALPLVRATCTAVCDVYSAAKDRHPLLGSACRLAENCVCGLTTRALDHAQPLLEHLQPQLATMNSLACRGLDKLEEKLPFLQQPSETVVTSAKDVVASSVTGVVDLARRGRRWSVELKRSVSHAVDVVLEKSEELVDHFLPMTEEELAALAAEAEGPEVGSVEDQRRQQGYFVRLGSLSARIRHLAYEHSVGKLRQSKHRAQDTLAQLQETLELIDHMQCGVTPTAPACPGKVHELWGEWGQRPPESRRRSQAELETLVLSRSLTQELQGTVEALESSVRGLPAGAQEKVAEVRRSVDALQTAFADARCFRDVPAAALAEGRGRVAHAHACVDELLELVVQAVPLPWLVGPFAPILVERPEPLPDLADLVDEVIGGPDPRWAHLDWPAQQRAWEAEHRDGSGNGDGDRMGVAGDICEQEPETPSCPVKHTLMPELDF
Target sequence (Q8WTS1 whole entry, looked up): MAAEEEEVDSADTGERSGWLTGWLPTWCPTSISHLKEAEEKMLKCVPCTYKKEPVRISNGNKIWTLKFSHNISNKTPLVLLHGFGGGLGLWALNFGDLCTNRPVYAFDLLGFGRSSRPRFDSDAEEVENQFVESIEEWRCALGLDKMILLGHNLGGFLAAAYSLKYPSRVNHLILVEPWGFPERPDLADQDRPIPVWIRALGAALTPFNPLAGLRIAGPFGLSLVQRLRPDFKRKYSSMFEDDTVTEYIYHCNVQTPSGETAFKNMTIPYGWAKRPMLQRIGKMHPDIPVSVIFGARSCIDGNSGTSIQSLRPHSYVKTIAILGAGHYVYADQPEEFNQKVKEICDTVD
iPSC survival up – hiPSC single-cell survival enhancement | ATPlite luminescence; 100% = ROCK inhibitor wells, 0% = DMSO | survival enhancement, % at 20 µM | 0.044% of 360,000 active | AID 602274; in the data active = survival enhancement above about 18%;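 also: cells exposed to compounds for 16 hours before the ATP read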
ABCB6 inh MLPCN – blocks the human ABCB6 transporter; K562-ABCB6 porphyrin accumulation, flow cytometry, 1 h; active compounds read low; fluorescence ratio to DMSO, % at 10 µM; 0.19% of 360,000 active; AID 602162;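 active = fluorescence ratio to DMSO below 75%, the collection mean minus 3 SD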;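 also: signal is porphyrin accumulated inside mitochondria; 100% equals median channel fluorescence of DMSO control wells; lower ratio means ABCB6 inhibition with less porphyrin fluorescence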
aDG glyco act – alpha-DG glycosylation activation; Pro5-aDG cells, alpha-DG glycosylation AlphaScreen (IIH6); 0% Pro5, 100% B10-LARGE cell signal; AID 624168; 0.22% of 360,000 active; activation, % at 10 µM;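 active = activation of at least 8% versus controls, or a plate z-score of at least 8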;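 also: Pro5 are CHO cells carrying HIG-tagged alpha-DG that lacks glycosylation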
m5-HT2A agonist – mouse HTR2A agonism via beta-arrestin recruitment; 0.66% of 360,000 active; activation, % at 7.6 µM; AID 624169; CHO-K1 mHTR2A beta-arrestin complementation, luminescence; percent of 30 µM serotonin response; P35363;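 active = activation above a run cutoff, the mean activation of all tested compounds plus 3 SD, cut at about 14% in these data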;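 also: 0% = plate median of compound wells and 100% = 30 µM serotonin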
Granule exo inh – lytic granule exocytosis inhibition | TALL-104 LAMP-1 surface exposure, flow cytometry; cells stimulated with thapsigargin and PMA | inhibition, % at 10 µM | 0.66% of 360,000 active | AID 651702;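 active = inhibition above about 55%, limit read from the data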
MC4R barr agon – agonists of human melanocortin 4 receptor (MC4R) beta-arrestin | P32245 | U2OS MC4R beta-arrestin complementation, luminescence; percent of melanotan II response, DMSO zero | activation, % at 8.9 µM | 0.98% of 360,000 active | AID 540308;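 active = activation above a per-plate cutoff, the mean activation of sample wells on that plate plus 3 SD, cut at about 8% in these data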
MC4R antag cAMP – antagonists of human melanocortin 4 receptor (MC4R). P32245. MC4R-expressing cells, MTII-stimulated cAMP, LANCE TR-FRET. inhibition, % at 6.5 µM. 0.48% of 360,000 active. AID 540295;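 active = inhibition above its plate's cutoff, the mean of tested wells on that plate plus 3 SD, cut at about 29% in these data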;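 also: 0% = Melanotan II alone and 100% = Melanotan II plus saturating MCL0020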
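material = U2OS cells stably expressing human melanocortin 4 receptor (MC4R) | also added = Melanotan II challenge | dosing = single nominal compound dose of 6.5 µM | detection = TR-FRET with Eu-cAMP and labeled anti-cAMP, 671 nm | replication = singlicate | timing = compound 30 min, challenge 1 h, detection 1 h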
Cardio protect – myocardial damage modulation in H9c2 cells; AID 588492; H9c2 cardiomyocytes, H2O2 injury protection, ATPLite, 2 h; 0.63% of 360,000 active; protection from H2O2 cell death, % at 20 µM;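 active = compounds giving at least 50% protection of heart cells from peroxide-induced death in the single-dose screen, raw or plate-pattern-corrected value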;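 also: 0% = DMSO wells with peroxide and 100% = DMSO wells without peroxide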
Starred values were filed as active, the others as inactive.

`O=CN1CCN(C(=O)COc2ccc(Cl)cc2Br)CC1` gave N-glyco inh 0, ABHD5-PLIN5 inh 3, iPSC survival up 6.1, ABCB6 inh MLPCN 99, aDG glyco act 0.1, m5-HT2A agonist 1, Granule exo inh -6, MC4R barr agon -0.8, MC4R antag cAMP -4 and Cardio protect 2.
`Cc1cn([C@H]2C[C@H](O)[C@@H](/C=C/C(=O)NCCC(C)C)O2)c(=O)[nH]c1=O` gave N-glyco inh 0, ABHD5-PLIN5 inh -5, iPSC survival up -0.6, ABCB6 inh MLPCN 221, aDG glyco act -0.1, m5-HT2A agonist -3, Granule exo inh 2 and Cardio protect -3.
Screening Cc1c(NC(=O)c2ccc(NC(=O)C3CC3)cc2)cccc1C(=O)O returned N-glyco inh -2, ABHD5-PLIN5 inh -5, iPSC survival up 0.1, ABCB6 inh MLPCN 89, aDG glyco act 0.2, m5-HT2A agonist 4, Granule exo inh 0, MC4R barr agon -2.5, MC4R antag cAMP -3 and Cardio protect 1.
O=C1CC(c2ccccc2Oc2cccc(Cl)c2)C(n2cncn2)C(=O)C1C1NCCc2ccccc21 (stereo not drawn) was read as N-glyco inh 2, ABHD5-PLIN5 inh -2, iPSC survival up -0.5, ABCB6 inh MLPCN 94, aDG glyco act 0.0, m5-HT2A agonist -1, Granule exo inh 1, MC4R barr agon 0.1, MC4R antag cAMP 16 and Cardio protect -1.
`CCCCCCc1c(C)[nH]c2nc3ccccc3n2c1=O` gave N-glyco inh -1, ABHD5-PLIN5 inh 1, iPSC survival up -0.1, ABCB6 inh MLPCN 100, aDG glyco act 0.0, m5-HT2A agonist -1, Granule exo inh -18, MC4R barr agon -0.6, MC4R antag cAMP -1 and Cardio protect 7.
CSc1ccc(NC(=O)c2cccnc2)cc1C#N was read as N-glyco inh 2, ABHD5-PLIN5 inh 4, iPSC survival up 4.7, ABCB6 inh MLPCN 89, aDG glyco act 0.1, m5-HT2A agonist 0, Granule exo inh -2, MC4R barr agon -3.6, MC4R antag cAMP 11 and Cardio protect -5.
Screening Cc1cc(C)cc(OCC(=O)OCC(=O)Nc2cc(C)nn2-c2ccccc2)c1 returned N-glyco inh 4, ABHD5-PLIN5 inh 10, iPSC survival up -1.4, ABCB6 inh MLPCN 99, aDG glyco act -0.2, m5-HT2A agonist -3, Granule exo inh 8, MC4R barr agon -0.5, MC4R antag cAMP -2 and Cardio protect 15.
For N/C(=N\OC(=O)COc1ccc(Br)cc1)c1cccc([N+](=O)[O-])c1 the results were N-glyco inh 2, ABHD5-PLIN5 inh -3, iPSC survival up 0.8, ABCB6 inh MLPCN 100, aDG glyco act -0.2, m5-HT2A agonist 4, Granule exo inh 1, MC4R barr agon -2.6, MC4R antag cAMP 5 and Cardio protect -5.
Cc1onc(-c2ccccc2Cl)c1C(=O)NCc1ccccn1 was read as N-glyco inh 1, ABHD5-PLIN5 inh 1, iPSC survival up 0.2, ABCB6 inh MLPCN 99, aDG glyco act 0.0, m5-HT2A agonist 6, Granule exo inh 2, MC4R barr agon 2.0, MC4R antag cAMP 2 and Cardio protect 3.
For O=S(=O)(Nc1ccccn1)c1ccc(C(F)(F)F)cc1Cl the results were N-glyco inh 0, ABHD5-PLIN5 inh 3, iPSC survival up -0.6, ABCB6 inh MLPCN 94, aDG glyco act 0.0, m5-HT2A agonist -3, Granule exo inh 1, MC4R barr agon 0.9, MC4R antag cAMP 2 and Cardio protect -6.
`Cc1ccc(N(C)S(=O)(=O)c2cccc(C(=O)N3CCN(Cc4ccccc4)CC3)c2)cc1` gave N-glyco inh -6, ABHD5-PLIN5 inh 16, iPSC survival up -0.4, ABCB6 inh MLPCN 97, aDG glyco act -0.2, m5-HT2A agonist -5, Granule exo inh 3, MC4R barr agon 2.6, MC4R antag cAMP 2 and Cardio protect 6.
CCOc1cc(/C=N/O)ccc1OCc1ccccc1F was read as N-glyco inh 1, ABHD5-PLIN5 inh -1, iPSC survival up 1.4, ABCB6 inh MLPCN 97, aDG glyco act -0.1, m5-HT2A agonist 1, Granule exo inh 0, MC4R barr agon -1.0, MC4R antag cAMP 8 and Cardio protect -2.
`COc1cc(/C=C/C(=O)OCC(=O)NCCC2=CCCCC2)cc(OC)c1OC` gave N-glyco inh 2, ABHD5-PLIN5 inh -6, iPSC survival up 1.1, ABCB6 inh MLPCN 87, aDG glyco act 0.0, m5-HT2A agonist -5, Granule exo inh -5, MC4R barr agon -1.4, MC4R antag cAMP 3 and Cardio protect 3.
For O=C(c1ccoc1)N1CCCC(N2CCN(c3ccc(F)cc3)CC2)C1 (stereo not drawn) the results were N-glyco inh 1, ABHD5-PLIN5 inh -1, iPSC survival up -0.4, ABCB6 inh MLPCN 100, aDG glyco act 0.0, m5-HT2A agonist 0, Granule exo inh 3, MC4R barr agon 2.6, MC4R antag cAMP 13 and Cardio protect 1.
COc1ccc([N+](=O)[O-])cc1C1NN=C(c2cccc3ccccc23)S1 (stereo not drawn) was read as N-glyco inh 2, ABHD5-PLIN5 inh 0, iPSC survival up 1.0, ABCB6 inh MLPCN 108, aDG glyco act 0.3, m5-HT2A agonist -2, Granule exo inh -7, MC4R barr agon -1.2, MC4R antag cAMP 3 and Cardio protect 16.
`Cc1ccc(S(=O)(=O)N2CCOCC2)cc1C(=O)N1CC(C)OC(C)C1` (stereo not drawn) gave N-glyco inh 0, ABHD5-PLIN5 inh -5, iPSC survival up 1.8, ABCB6 inh MLPCN 101, aDG glyco act -0.1, m5-HT2A agonist 4, Granule exo inh -6, MC4R barr agon -1.0, MC4R antag cAMP -4 and Cardio protect -3.
Cc1ccc2oc(C(=O)Nc3ccc(S(=O)(=O)Nc4ncccn4)cc3)c(C)c2c1 was read as ABHD5-PLIN5 inh -1, iPSC survival up 0.4, ABCB6 inh MLPCN 102, aDG glyco act -0.2, m5-HT2A agonist 2, Granule exo inh -3, MC4R barr agon -0.9, MC4R antag cAMP -3 and Cardio protect -3.
`CC(C)=CC(=O)OCC(=O)Nc1ccc(SC(F)F)cc1` gave N-glyco inh 2, ABHD5-PLIN5 inh 1, iPSC survival up -0.4, ABCB6 inh MLPCN 97, aDG glyco act 0.0, m5-HT2A agonist -1, Granule exo inh -4, MC4R barr agon -2.1, MC4R antag cAMP 11 and Cardio protect -4.
O=C(O)CN1C(=O)NC2NC(=O)NC21 (stereo not drawn) was read as N-glyco inh 3, ABHD5-PLIN5 inh -4, iPSC survival up 1.2, ABCB6 inh MLPCN 87, aDG glyco act -0.2, m5-HT2A agonist -1, Granule exo inh -1, MC4R barr agon -1.0, MC4R antag cAMP 1 and Cardio protect 0.
`O=C(Nc1ccc(Oc2cccnc2)cc1)C1CCN(Cc2ccccc2F)CC1` gave N-glyco inh -2, ABHD5-PLIN5 inh 6, iPSC survival up 0.2, ABCB6 inh MLPCN 95, aDG glyco act 1.4, m5-HT2A agonist 11, Granule exo inh -8, MC4R barr agon -1.7, MC4R antag cAMP 8 and Cardio protect -6.

Molecules shown so far that have bromine, in the order listed:
`O=CN1CCN(C(=O)COc2ccc(Cl)cc2Br)CC1` gave N-glyco inh 0, ABHD5-PLIN5 inh 3, iPSC survival up 6.1, ABCB6 inh MLPCN 99, aDG glyco act 0.1, m5-HT2A agonist 1, Granule exo inh -6, MC4R barr agon -0.8, MC4R antag cAMP -4 and Cardio protect 2.
For N/C(=N\OC(=O)COc1ccc(Br)cc1)c1cccc([N+](=O)[O-])c1 the results were N-glyco inh 2, ABHD5-PLIN5 inh -3, iPSC survival up 0.8, ABCB6 inh MLPCN 100, aDG glyco act -0.2, m5-HT2A agonist 4, Granule exo inh 1, MC4R barr agon -2.6, MC4R antag cAMP 5 and Cardio protect -5.

Continuation:
`CC(C)Cn1c2ccccc2c2cc(C(=O)O)ccc21` gave N-glyco inh 1, ABHD5-PLIN5 inh 0, iPSC survival up 3.0, ABCB6 inh MLPCN 97, aDG glyco act 0.0, m5-HT2A agonist 2, Granule exo inh -1, MC4R barr agon -1.8, MC4R antag cAMP 18 and Cardio protect 4.
`Cc1ccc(C)c(NC(=O)COC(=O)CC2CC3CCC2C3)c1` (stereo not drawn) gave N-glyco inh -3, ABHD5-PLIN5 inh 3, iPSC survival up 0.4, ABCB6 inh MLPCN 97, aDG glyco act 0.0, m5-HT2A agonist 8, Granule exo inh -2, MC4R barr agon 1.1, MC4R antag cAMP -2 and Cardio protect -6.
`CN=C(C)/C(C(=O)OC)=C(/O)c1ccccc1F` gave N-glyco inh 0, ABHD5-PLIN5 inh 3, iPSC survival up 2.5, ABCB6 inh MLPCN 96, aDG glyco act 0.0, m5-HT2A agonist 1, Granule exo inh 5, MC4R barr agon -0.9, MC4R antag cAMP -2 and Cardio protect 2.
O=C(CSCc1cccc(Br)c1)N=Nc1c(O)[nH]c2ccccc12 was read as N-glyco inh 2, ABHD5-PLIN5 inh -2, iPSC survival up -0.4, ABCB6 inh MLPCN 99, aDG glyco act 0.2, m5-HT2A agonist 0, Granule exo inh 5, MC4R barr agon -0.2, MC4R antag cAMP -3 and Cardio protect 0.
CC(=O)Nc1cccc(-c2cn3ccc(C)cc3n2)c1 was read as N-glyco inh -6, ABHD5-PLIN5 inh -1, iPSC survival up -3.6, ABCB6 inh MLPCN 101, aDG glyco act 0.1, m5-HT2A agonist -2, Granule exo inh -1, MC4R barr agon -2.1, MC4R antag cAMP 8 and Cardio protect -16.
For COc1ccc(C(CNC(=O)C(=O)NC2CCCCC2)N2CCN(C)CC2)cc1 (stereo not drawn) the results were N-glyco inh -1, ABHD5-PLIN5 inh 7, iPSC survival up -0.4, ABCB6 inh MLPCN 101, aDG glyco act -0.2, m5-HT2A agonist 0, Granule exo inh -2, MC4R barr agon -4.1, MC4R antag cAMP 13 and Cardio protect 5.
`Cc1cc(C)n2nc(Sc3ncccc3[N+](=O)[O-])nc2n1` gave N-glyco inh 2, ABHD5-PLIN5 inh 3, iPSC survival up -0.7, ABCB6 inh MLPCN 101, aDG glyco act -0.1, m5-HT2A agonist 7, Granule exo inh 0, MC4R barr agon -0.8, MC4R antag cAMP 11 and Cardio protect 4.
For Cc1ccc(CNC(=O)C2CCN(S(=O)(=O)N3CCOCC3)CC2)cc1 the results were N-glyco inh 1, ABHD5-PLIN5 inh 6, iPSC survival up -1.0, ABCB6 inh MLPCN 99, aDG glyco act -0.3, m5-HT2A agonist -2, Granule exo inh 4, MC4R barr agon 0.2, MC4R antag cAMP 19 and Cardio protect 3.
CC(=O)Nc1ccc(NC(=O)COc2ccc(S(=O)(=O)N3CCCC3)cc2)cc1 was read as N-glyco inh 1, ABHD5-PLIN5 inh -8, iPSC survival up -0.8, ABCB6 inh MLPCN 93, aDG glyco act -0.2, m5-HT2A agonist 9, Granule exo inh 1, MC4R barr agon -0.9, MC4R antag cAMP 8 and Cardio protect -1.
